MT stabilize HCS: microtubule stabilizers in HeLa cells; AID 2205; HeLa tubulin immunostaining HCS, 24 h; share of cells brighter than vehicle mean+2SD; % tubulin-high responders, % at 10 µM; 0.83% of 200,000 active;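 active means plate Z-score above 3 for both tubulin-high and condensed-nucleus cell shares, with cell loss under 80%, at 10 µM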;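 further: anti alpha tubulin signal scored within the nucleus-defined area of each cell; some results filed as inactive read as strong as hits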
Dynein transport: dynein cargo transport inhibition; 3617.4 mouse cells, GR-EGFP nuclear translocation imaging; test concentration mostly 20 µM; stimulated with dexamethasone, 1 µM; hits give low values; z-score, hits read low; 0.47% of 220,000 active;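 active means plate z-score of nuclear minus cytoplasmic receptor signal below a set negative limit, without overly bright fluorescence or cell loss, cut at about -3.5 in these data, passing the limit was not always enough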;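 further: z-score of nuclear minus cytoplasmic ring GR-EGFP intensity difference per well; some compounds called inactive have numbers as strong as hits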
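Buffer or medium: tetracycline-free induction medium containing charcoal-stripped FBS / Reagent: dexamethasone agonist, 1.0 µM final, for 30 min / Technique: automated 10x imaging of fixed Hoechst-stained cells / Times: induction 48 h, compound 1 h, agonist 30 min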
Yfh1-depleted yeast: enhancers of respiration in Yfh1-depleted yeast, dose response, Friedreich's ataxia, plus single-dose screen (AID 1465). S. cerevisiae Yfh1-off respiration, WST-1 reduction, 72 h; higher fold induction means a stronger effect. fold induction at 50 µM, or EC50 in µM where a hit was titrated. 0.074% of 220,000 active;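 active means fold induction of absorbance versus untreated yeast above a set limit, then at least 30% activation at any dose in follow-up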;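 further: activators that raise dye reduction in frataxin-depleted yeast; strong numbers were not always called active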
WT yeast gro inh: growth inhibition of WT yeast, mitochondrial fusion screen. mitochondrial fusion phenotypic screen, WT strain. inhibition, % at 10 µM. 2.1% of 190,000 active; in the data active means inhibition above about 58%; tested in S. cerevisiae
AID2073: disruptors of CaV2.2 binding to Mint1 – biochemical, HTRF (AID 2073); HTRF protein-protein interaction, Mint1-CaV2.2; higher % means a stronger effect; one-dose inhibition, % at 20 µM; IC50 in µM for titrated hits; 0.19% of 290,000 active; in the data active means inhibition mostly above about 51%, no sharp cut-off; further: some results filed as inactive read as strong as hits
bCat nuc transl: modulators of beta-catenin nuclear translocation | HeLa beta-catenin nuclear translocation, immunofluorescence imaging | nuclear translocation activity, % at 5 µM | 0.3% of 190,000 active | AID 1665;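 active means nuclear translocation activity above 50% at 5 µM, with a well cell count of 50 or more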;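 further: per-cell ratio of nuclear to cytoplasmic median beta-catenin stain intensity; plate controls were DMSO negative control for no effect and GSK-3 inhibitor IX positive control for full effect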
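Read-out: Nuclear/cytoplasmic beta-catenin signal ratio, % activation | Assay system: Human HeLa cell line | Times: 24 h compound exposure at 37°C, 5% CO2 | Signal: Fluorescence imaging of beta-catenin antibody stain plus DAPI | Dosing: 5 µM primary, 0.02–20 µM confirmation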
Ins promoter up: MIN6 insulin promoter up-regulation | 0.3% of 190,000 active | MIN6 insulin promoter-GFP reporter, high-content imaging; hits give high values | z-score at 5 µM;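 active means z-score above 3 at 5 µM with at least 500 cells counted in the well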
HIV fusion peptide: cell-free HIV fusion peptide-binding blockers – biochemical, uHTS, fluorescence dequenching, primary screen (AID 1986); cell-free peptide binding, fluorescence dequenching, 30 min; higher % means a stronger effect; one-dose inhibition, % at 20 µM; IC50 in µM for titrated hits; 0.3% of 290,000 active; in the data active means inhibition mostly above about 52%, no sharp cut-off; inactive means mostly below about 76%; further: some results filed as inactive read as strong as hits
Autophagy mod: alters autophagy in cells. MEF GFP-LC3 puncta imaging; test concentration mostly 10 µM. 0.98% of 190,000 active. calls only at 10 µM (by protocol);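 active means percentage of spot-positive cells more than 3 SD above its plate mean, without a fluorescence outlier flag or 80% toxicity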;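 further: spot-positive cell cutoff set from DMSO-treated cells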
WT yeast gro inh mutant strain: also measured in WT yeast gro inh; calls as there; inhibition, %; mitochondrial fusion phenotypic screen, mutant strain inhibition
Dynein transport cytoplasmic EGFP: recorded beside Dynein transport, whose call it bears; z-score; measured here: cytoplasmic GR-EGFP intensity; hits give high values
Dynein transport nuclear GR-EGFP: second read-out of Dynein transport, no call of its own (marks repeat the call); z-score; measured here: nuclear GR-EGFP intensity;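 lower value marks the stronger effect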
Dynein transport cell count: recorded beside Dynein transport, whose call it bears; z-score; measured here: cell count per field
Ins promoter up cell count: also measured in Ins promoter up; calls as there; cell count; measured here: cytotoxicity, nuclei count;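 total cells summed across four imaged fields per well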
bCat nuc transl cell count 5 µM: further read-out of bCat nuc transl, marked with its call; cell count; measured here: cell count, cytotoxicity flag
MT stabilize HCS Hoechst-high %: also measured in MT stabilize HCS; calls as there; % Hoechst-high responders; measured here: nuclear condensation Hoechst responders;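 share of cells brighter than vehicle mean plus two SD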
MT stabilize HCS cytotoxicity %: second read-out of MT stabilize HCS, no call of its own (marks repeat the call); toxicity, %; measured here: cytotoxicity by cell density;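 0% = mean cell density of plate MIN control wells and 100% = no cells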
Autophagy mod cell loss 18 h: further read-out of Autophagy mod, marked with its call; toxicity, %; measured here: cell loss, nuclei count;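 cell loss after 18 h compound exposure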
Numbers without * were called inactive; i = inactive; x = not tested or not shown.

SMILES | MT stabilize HCS | MT stabilize HCS Hoechst-high % | MT stabilize HCS cytotoxicity % | Dynein transport | Dynein transport cytoplasmic EGFP | Dynein transport nuclear GR-EGFP | Dynein transport cell count | Yfh1-depleted yeast | WT yeast gro inh | WT yeast gro inh mutant strain | AID2073 | bCat nuc transl | bCat nuc transl cell count 5 µM | Ins promoter up | Ins promoter up cell count | HIV fusion peptide | Autophagy mod | Autophagy mod cell loss 18 h
Cc1nn2c3ccccc3n(CCN3CCCCC3)c2nc1=O | 4.5 | 2.2 | 1.5 | -0.43 | -0.24 | -0.41 | 0.51 | i | -4 | -4 | 17% | -0.3 | 1161 | 0.05 | 1213 | -0.5% | i | -10
COC(=O)c1cc(OC)c(OCc2cc(C(=O)OC)oc2C)c(OC)c1 | 2.5 | 2.7 | 22 | -0.028 | -0.27 | 0.34 | 0.64 | i | 0 | -24 | -1% | 1.4 | 1079 | 0.05 | 1273 | -1.5% | i | 9
COc1cc(CNC2CCC(C)C2)cc(OC)c1 (stereo not drawn) | 2.0 | 1.7 | 5.6 | 0.16 | -0.17 | 0.12 | 1.3 | i | 5 | 5 | -2% | 1.8 | 1108 | -0.44 | 1308 | 0.9% | i | 6
CCS(=O)(=O)N1CCC(NC(=O)c2cc(OC)cc(OC)c2)CC1 | 1.9 | 1.1 | 8.5 | 0.81 | -0.016 | 0.44 | 0.067 | i | -8 | 4 | -1% | x | x | 1 | 1006 | 0.8% | i | 8
Cc1cccc(NC(=O)Cn2c(O)c(N=NC(N)=S)c3ccccc32)c1 | x | x | x | 1 | -0.21 | 1.4 | -1.6 | i | x | x | -20% | 0.5 | 1317 | -0.11 | 840 | -1.7% | x | x
O=C(COC(=O)Cn1nnc2ccccc21)Nc1ccccc1Br | 8.1 | 2.3 | 15 | 0.22 | -0.022 | 0.29 | -1 | i | -16 | 3 | -2% | -1.1 | 1084 | 0.46 | 1526 | 0.9% | i | 3
O=C(CN1CCOCC1)NCc1ccccc1 | 2.7 | 1.8 | 7.7 | 0.82 | 0.018 | 0.61 | 1.1 | x | -16 | -14 | -8% | 0.0 | 1043 | 0.71 | 1252 | 1.4% | i | 0
Cc1nc(N)sc1C(=O)N1N=N1 | x | x | x | 0.58 | -0.28 | 0.25 | -0.015 | i | x | x | -36% | -1.4 | 1127 | -0.34 | 1441 | -0.7% | x | x
Cn1c(=O)c2c(nc(NCCCN3CCOCC3)n2Cc2ccc(Cl)cc2)n(C)c1=O | 3.1 | 2.6 | 10 | 0.1 | -0.21 | 0.013 | -0.25 | i | x | x | 0% | -3.9 | 818 | -0.98 | 1198 | -1.9% | i | 17
c1ccc(-c2nnc3sc(-c4csc5c4CCCC5)nn23)cc1 | 21* | 11* | 39* | -0.33 | -0.2 | 0.16 | 0.46 | i | 82 | 87 | 4% | -0.1 | 1035 | -0.55 | 1535 | -0.7% | i | 17
CCCC(=O)Nc1cc(OC)c(OC)cc1C(=O)O | 1.9 | 2.5 | 7.0 | 0.19 | -0.27 | 0.44 | -1.1 | i | 0 | 2 | 1% | -5.2 | 1229 | 0.96 | 1230 | 1.5% | i | 2
COc1ccc(C(=O)NN)cc1 | x | x | x | -0.53 | -0.22 | -0.41 | 0.47 | i | x | x | -2% | -0.3 | 1336 | -0.24 | 1211 | -0.8% | x | x

Not a retest: an excerpt of the list.
SMILES | MT stabilize HCS | MT stabilize HCS Hoechst-high % | MT stabilize HCS cytotoxicity % | Dynein transport | Dynein transport cytoplasmic EGFP | Dynein transport nuclear GR-EGFP | Dynein transport cell count | Yfh1-depleted yeast | WT yeast gro inh | WT yeast gro inh mutant strain | AID2073 | bCat nuc transl | bCat nuc transl cell count 5 µM | Ins promoter up | Ins promoter up cell count | HIV fusion peptide | Autophagy mod | Autophagy mod cell loss 18 h
Cc1nc(N)sc1C(=O)N1N=N1 | x | x | x | 0.58 | -0.28 | 0.25 | -0.015 | i | x | x | -36% | -1.4 | 1127 | -0.34 | 1441 | -0.7% | x | x
Cn1c(=O)c2c(nc(NCCCN3CCOCC3)n2Cc2ccc(Cl)cc2)n(C)c1=O | 3.1 | 2.6 | 10 | 0.1 | -0.21 | 0.013 | -0.25 | i | x | x | 0% | -3.9 | 818 | -0.98 | 1198 | -1.9% | i | 17
c1ccc(-c2nnc3sc(-c4csc5c4CCCC5)nn23)cc1 | 21* | 11* | 39* | -0.33 | -0.2 | 0.16 | 0.46 | i | 82 | 87 | 4% | -0.1 | 1035 | -0.55 | 1535 | -0.7% | i | 17
CCCC(=O)Nc1cc(OC)c(OC)cc1C(=O)O | 1.9 | 2.5 | 7.0 | 0.19 | -0.27 | 0.44 | -1.1 | i | 0 | 2 | 1% | -5.2 | 1229 | 0.96 | 1230 | 1.5% | i | 2
COc1ccc(C(=O)NN)cc1 | x | x | x | -0.53 | -0.22 | -0.41 | 0.47 | i | x | x | -2% | -0.3 | 1336 | -0.24 | 1211 | -0.8% | x | x

Continued.
SMILES | MT stabilize HCS | MT stabilize HCS Hoechst-high % | MT stabilize HCS cytotoxicity % | Dynein transport | Dynein transport cytoplasmic EGFP | Dynein transport nuclear GR-EGFP | Dynein transport cell count | Yfh1-depleted yeast | WT yeast gro inh | WT yeast gro inh mutant strain | AID2073 | bCat nuc transl | bCat nuc transl cell count 5 µM | Ins promoter up | Ins promoter up cell count | HIV fusion peptide | Autophagy mod | Autophagy mod cell loss 18 h
CCNC(=O)CN(c1ccc(C)cc1)S(=O)(=O)c1ccccc1 | 3.5 | 1.8 | 7.5 | -0.4 | -0.32 | -0.0072 | 0.67 | i | -19 | 8 | 3% | x | x | 0.54 | 892 | -3.7% | i | -20
Cc1sc2c(c1C)C(=O)NC(c1cccc(O)c1)N2 (stereo not drawn) | 4.0 | 3.2 | 12 | 0.22 | 0.099 | 0.022 | 0.49 | i | -7 | -5 | -3% | -3.6 | 928 | -0.33 | 1291 | -0.3% | i | 7
Cc1cc(=O)oc2cc(NC(=O)C3CC(=O)N(Cc4ccccc4)C3)ccc12 (stereo not drawn) | 3.7 | 2.4 | 2.6 | 4.2 | 0.1 | 2.5 | -1.9 | i | -7 | -3 | 1% | x | x | x | x | 0.9% | i | 2
CCN=c1scc(-c2cccs2)n1/N=C/c1cc(OC)ccc1O | 1.2 | 1.9 | 7.9 | 0.59 | -0.21 | 0.89 | -1.6 | i | 47 | 13 | 30% | -1.5 | 916 | -0.58 | 1241 | 1.2% | i | 3
Cc1ccc(C)c(-c2[nH]ncc2CN2CCCC(CO)(Cc3ccccc3C)C2)c1 (stereo not drawn) | 2.0 | 1.7 | 1.0 | -0.85 | -0.28 | -0.45 | 0.7 | i | 9 | 10 | -7% | -0.7 | 984 | -1.4 | 1415 | -1.0% | i | 18
CC(=O)N1CCc2cc(NC(=O)c3ccc(C)cc3)ccc21 | 4.0 | 2.6 | 12 | 1.3 | -0.25 | 0.62 | -1.1 | i | -5 | 1 | 1% | -1.1 | 1092 | 0.12 | 1229 | 1.0% | i | 0
O=C1Nc2ccc(S(=O)(=O)N3CCOCC3)c3cccc1c23 | 2.4 | 2.6 | 5.5 | -0.19 | -0.26 | -0.39 | 0.55 | i | x | x | 32% | 0.3 | 1206 | 0.37 | 1160 | -0.9% | i | -1
Cc1ccc(N(C)S(=O)(=O)c2cccc(C(=O)Nc3nc4ccccc4[nH]3)c2)cc1 | 6.0 | 11 | 22 | 0.19 | -0.3 | -0.11 | 0.53 | i | 30 | 8 | 16% | 2.9 | 805 | x | x | -1.5% | i | -7
O=C(Nc1cccnc1)c1ccc(Cl)c(S(=O)(=O)N2CCc3ccccc32)c1 | 4.4 | 3.3 | 6.5 | 0.96 | -0.1 | 0.21 | -0.48 | i | 60* | 18* | 10% | -0.3 | 1000 | 0.24 | 1509 | 0.2% | i | 3
Cc1cc(C)cc(NC(=O)N2CCCC2C(=O)Nc2ccc(-n3cnnn3)cc2)c1 (stereo not drawn) | 1.7 | 1.1 | 7.3 | -0.068 | 0.16 | 0.37 | 0.17 | i | -13 | -4 | 18% | -6.0 | 1143 | 1.1 | 876 | 2.1% | i | 1
COC(=O)c1c(NC(=O)C(C)C)sc2c1C(C(=O)OC)CC2 (stereo not drawn) | 2.8 | 3.7 | 3.0 | -0.18 | -0.063 | -0.013 | 0.65 | i | -21 | 4 | -6% | 8.6 | 985 | -0.77 | 1075 | -1.3% | i | -3
COc1cccc(CC2(CO)CCCN(Cc3ccccc3-c3ccco3)C2)c1 (stereo not drawn) | 3.5 | 2.9 | 5.9 | 0.012 | -0.038 | 0.28 | -0.56 | i | 19 | 15 | 10% | -0.5 | 971 | -1.9 | 1289 | -0.6% | i | 9
O=C1/C(=C/c2ccccc2)CCCc2ccccc21 | 2.0 | 1.4 | 6.4 | -0.43 | -0.084 | 0.019 | -0.35 | i | -19 | 0 | -14% | 0.0 | 1056 | -0.13 | 1956 | -2.0% | i | -10
CN1CCN(/N=C/c2ccc(-c3ccccc3)cc2)CC1 | 2.1 | 3.7 | 15 | 0.81 | -0.21 | 0.0071 | -0.13 | i | 14 | 3 | 3% | -0.9 | 965 | -0.36 | 1071 | 0.0% | i | 2
COc1ccc(CNN2CCCCC2C(=O)Nc2ccc(OC)c(OCC(C)C)c2)cc1OC (stereo not drawn) | x | x | x | 1.2 | -0.62 | 0.61 | -1.2 | i | x | x | -11% | 0.0 | 1223 | 0.12 | 1132 | 1.1% | x | x
S=c1[nH]nc(COc2ccccc2)n1Cc1ccccc1 | 2.1 | 2.5 | 0.7 | -0.3 | -0.23 | 0.0015 | 0.7 | i | 49 | 16 | -8% | 2.2 | 482 | 0.65 | 1270 | -1.7% | i | 8
Cc1cc(S(=O)(=O)N(Cc2ccccc2Cl)c2ccc3c(c2)CCC3)ccc1-n1cnnn1 | 4.6 | 4.2 | 6.4 | -1 | -0.32 | -0.9 | 1 | i | 22 | 16 | 4% | 0.1 | 956 | 0 | 2190 | 1.9% | i | -13
O=C1c2cccc([N+](=O)[O-])c2C(=O)N1c1c[nH]c(=O)[nH]c1=O | 2.2 | 1.6 | 5.3 | 0.3 | -0.19 | -0.21 | 0.1 | i | -5 | -18 | -5% | -2.3 | 1158 | 0.29 | 1074 | 1.0% | i | -13

Screens (PubChem BioAssay)
